Screening results from PubChem BioAssay.
EPAC1 ag: EPAC1 (human) agonism. O95398. EPAC1 agonist qHTS, biochemical assay; response scale: 100% = response to 6.5 mM cAMP. Potency, µM (highest dose often 154 µM), for the others: top-dose activation, hits mostly activators. 360,000 compounds, 0.073% hits; note: potency is the fitted concentration of half-maximal effect; nearly all actives have a fitted effect of over 60% in size
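EPAC1 100 nM, Rap1B–BODIPY-GDP 250 nM, unlabeled GDP 50 uM; compound titration; 5 min RT; kinetic read ex480/em540 at 5-min intervals ×30 min; data normalized to 6.5 mM cAMP agonist control.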
PLK1 PBD block: blocks phosphopeptide binding to human PLK1 polo-box domain. AID 720504. P53350. 360,000 compounds, 2.8% hits. Potency, µM, for inactives: max response, negative = inhibition, usual class: inhibitors. Plk1 PBD binding of FITC phosphopeptide, fluorescence polarization; note: potency is the fitted concentration of half-maximal effect; series mostly up to about 57 µM; % is set by controls: 0 for no effect and ±100 for the full control effect; nearly all actives have a fitted effect of over 65% in size
WRN inhibitor: blocks human WRN helicase; 360,000 compounds, 0.46% hits; Potency, µM (series often up to 114 µM), inactives show at the top dose activity change, negative = inhibition, usual class: inhibitors; AID 651768; WRN helicase unwinding, fluorescent forked duplex, kinetic; Q14191; note: potency is the fitted concentration of half-maximal effect; % is set by controls: 0 for no effect and ±100 for the full control effect; nearly all actives have a fitted effect of over 55% in size
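Fluorescence dequenching readout, ex 525 nm/em 598 nm, kinetic mode: forked duplex DNA (100 nM final) with adjacent fluorophore and quencher unwound by WRN (20 nM final) with 2 mM ATP. Compound preincubation 15 min, room temperature.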
EPAC1 antag: antagonists of human EPAC1. O95398. EPAC1 GEF assay, Rap1b-BODIPY-GDP exchange fluorescence. Potency, µM (highest dose often 115 µM), for inactives: at the highest dose activity change, negative = inhibition, usual class: inhibitors. 360,000 compounds, 0.14% hits. AID 720709;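 note: potency is the fitted concentration of half-maximal effect; plate controls were vehicle for no effect and positive control for full effect; nearly all actives have a fitted effect of over 50% in size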
IL-2 act: IL-2 activation | IL-2 activation reporter assay, cell-based qHTS; stimulated with anti-CD3/CD4/CD28 beads; in transgenic mouse T cells | activation, % (series mostly up to about 46 µM) | 360,000 compounds, 0.065% hits; in the data active = activation above about 50%; inconclusive = mostly about 30% to 49%; note: 0% is about no effect
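Screening format: compound pinned onto unstimulated transgenic mouse T cells, 60 min incubation, then anti-CD3/anti-CD4/anti-CD28 bead stimulation for 18 hours at 37 degrees C, followed by EGFP and DsRed detection.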
EPAC2 ag: agonists of human EPAC2 (RAPGEF4); Potency, µM (highest dose often 154 µM), for the others: top-dose activation, usual class: activators; Q8WZA2; 360,000 compounds, 0.079% hits; EPAC2 activation, biochemical qHTS; response scale: 100% = 6.5 mM cAMP response; note: potency is the fitted concentration of half-maximal effect; nearly all actives have a fitted effect of over 50% in size
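Compounds were added across a concentration range to EPAC2 (100 nM), RAP1B-BODIPY-GDP (250 nM) and GDP (50 uM). After 5 min at room temperature, fluorescence was recorded at 5-min intervals for 30 min.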
PI5P4K alpha inh: blocks human PI5P4K alpha kinase activity. P48426. PI5P4Kalpha enzyme, ADP-Glo luminescence, 60 min; active compounds read low. max response, %. 330,000 compounds, 1.2% hits. AID 652105; active = max response of -50% or lower; inconclusive = between -30% and -50%; inactive = -30% or higher; note: value at the top dose of about 77 µM; % is set by controls: 0 for no effect and ±100 for the full control effect
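Single end-point luminescence (ADP-Glo) quantified ADP from PI5P4Kalpha turnover; ATP 5 microM final, 1 h at RT, 0.1% CHAPS and 0.28 mM EGTA in HEPES pH 7.4.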
CCT modulator: cytosolic chaperonin activity modulation; purified chaperonin ATPase assay, HTRF ADP detection, 30 min; activity change, % (concentration not given with the values), hits read low; 360,000 compounds, 0.3% hits; in the data active = activity change below about -30%; note: % is set by controls: 0 for no effect and ±100 for the full control effect
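Enzyme 40 or 20 nM (batch-dependent) in Tris pH 7.4/KCl/MgCl2/DTT; cpd 76 uM single point; ATP 10 uM; 30 min 37 °C; Transcreener ADP HTRF detection, 30 min RT; ratio 665/615.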
* = called active by the depositor; ? = inconclusive; . = no result given; & = joins results of further samples; [ ] = remark or other dose. Unless noted, calls come from the whole dose curve; as a rule, active = well fitted curve in the direction sought with a large enough effect; inconclusive = small, poorly fitted or top-dose-only effect, or another doubt; inactive = no such curve, though single readings can be large; an effect the other way counts as inactive or inconclusive.

1. O=C(O)Cn1cnc2scc(-c3ccccc3)c2c1=O
2. COc1ccc(C2=NNC(c3cccs3)=Nc3ccc(OC)cc32)cc1
3. COc1cc(S(=O)(=O)N2CCn3cccc3C2C)ccc1NC(C)=O (configuration not stated)
4. O=C(Nc1cccc(O)c1)c1cccc(C(=O)Nc2cccc(O)c2)c1
5. CN(C(=O)Cn1c(=O)oc2cc(S(=O)(=O)N3CCCC3)ccc21)C1CCCCC1
6. O=C1CCCN1CC(=O)N1CCCC(N2CCN(c3cccc(Cl)c3)CC2)C1 (configuration not stated)
7. COc1ccc(C(=S)NCS(=O)(=O)c2ccc(C)cc2)cc1
8. Cc1ccc(S(=O)(=O)N2CCCCC2)c(C)c1NS(C)(=O)=O
9. Cc1ccc2[nH]c(=O)c(CN(CC3COCCO3)C(=O)Nc3ccccc3F)cc2c1 (configuration not stated)
10. Cc1ccccc1OCC(=O)NC(=S)Nc1ccc(S(=O)(=O)NC2CCCCC2)cc1
Compound	1	2	3	4	5	6	7	8	9	10
CCT modulator	-0.2	0.4	0.1	-2.6	-1.9	-2.9	2.2	1.2	-4.4	-1.0
EPAC1 ag	-5%	12%	3%	5%	11%	1%	0%	8%	2%	-6%
WRN inhibitor	6%	1%	-22%	-4%	-5%	-25%	-30%	6%	8%	-6%
PLK1 PBD block	3%	-3%	-6%	-6%	-11%	-11%	19µM*	-16%	-14%	-11%
PI5P4K alpha inh	1	-5	4	-2	7	-1	2	-1	5	0
EPAC1 antag	10%	-19%	-8%	-19%	15%	4%	-16%	9%	-1%	-5%
IL-2 act	-2.6	0.8	0.9	0.8	-2.3	-0.2	0.6	-0.5	-0.8	1.8
EPAC2 ag	2%	8%	1%	9%	10%	8%	-17%	9%	18%	-12%

Reformatted bar-delimited: part of the list above
No. | smiles | CCT modulator | EPAC1 ag | WRN inhibitor | PLK1 PBD block | PI5P4K alpha inh | EPAC1 antag | IL-2 act | EPAC2 ag
2 | COc1ccc(C2=NNC(c3cccs3)=Nc3ccc(OC)cc32)cc1 | 0.4 | 12% | 1% | -3% | -5 | -19% | 0.8 | 8%
3 | COc1cc(S(=O)(=O)N2CCn3cccc3C2C)ccc1NC(C)=O (configuration not stated) | 0.1 | 3% | -22% | -6% | 4 | -8% | 0.9 | 1%
4 | O=C(Nc1cccc(O)c1)c1cccc(C(=O)Nc2cccc(O)c2)c1 | -2.6 | 5% | -4% | -6% | -2 | -19% | 0.8 | 9%
5 | CN(C(=O)Cn1c(=O)oc2cc(S(=O)(=O)N3CCCC3)ccc21)C1CCCCC1 | -1.9 | 11% | -5% | -11% | 7 | 15% | -2.3 | 10%
6 | O=C1CCCN1CC(=O)N1CCCC(N2CCN(c3cccc(Cl)c3)CC2)C1 (configuration not stated) | -2.9 | 1% | -25% | -11% | -1 | 4% | -0.2 | 8%
7 | COc1ccc(C(=S)NCS(=O)(=O)c2ccc(C)cc2)cc1 | 2.2 | 0% | -30% | 19µM* | 2 | -16% | 0.6 | -17%
8 | Cc1ccc(S(=O)(=O)N2CCCCC2)c(C)c1NS(C)(=O)=O | 1.2 | 8% | 6% | -16% | -1 | 9% | -0.5 | 9%
9 | Cc1ccc2[nH]c(=O)c(CN(CC3COCCO3)C(=O)Nc3ccccc3F)cc2c1 (configuration not stated) | -4.4 | 2% | 8% | -14% | 5 | -1% | -0.8 | 18%
10 | Cc1ccccc1OCC(=O)NC(=S)Nc1ccc(S(=O)(=O)NC2CCCCC2)cc1 | -1.0 | -6% | -6% | -11% | 0 | -5% | 1.8 | -12%

(further entries)
11. COCc1cc(C)n(CC(=O)N2CCCC2)c(=O)c1C#N
12. N#C/C(=C\c1ccc(-c2cccc([N+](=O)[O-])c2)o1)C(=O)Nc1nc(-c2cccs2)cs1
13. CCOC(=O)C1(Cc2ccc(Cl)cc2)CCN(C(=O)c2sc(C)nc2C)CC1
14. CN1CCN(c2ncnc3c2ncn3[C@H]2CN(Cc3ccc4c(c3)OCO4)C[C@@H](CO)O2)CC1
15. COC(=O)c1ccc(C(=O)OC)c(NC(=O)CSCc2ccc(Br)cc2)c1
16. NC(=O)NC(c1ccccc1)c1cccc2ccccc12 (configuration not stated)
17. Cc1ccc(-n2[nH]c(=O)c(-c3ccccn3)c2C)cc1
18. O=C(O)c1ccccc1SCc1cn2cc(Cl)ccc2n1
19. COC(=O)c1sccc1NC(=O)Cc1ccc(Br)cc1
20. CCc1ccc(CN(C(=O)COc2c(C)cccc2C)C2CCS(=O)(=O)C2)cc1 (configuration not stated)
Compound	11	12	13	14	15	16	17	18	19	20
CCT modulator	0.7	-2.3	-1.1	-1.2	-3.9	-3.6	0.6	-1.3	1.5	2.1
EPAC1 ag	2%	5%	0%	6%	13%	3%	6%	-5%	13%	2%
WRN inhibitor	6%	-9%	-1%	-6%	-13%	1%	-9%	-1%	-6%[57.1 µM]	-11%
PLK1 PBD block	?	-10%	-4%	-3%	-8%	-2%	-10%	-9%	3%	3%
PI5P4K alpha inh	8	-52*	-2	1	.	.	-1	-1	9	4
EPAC1 antag	-1%	-1%	-11%	-13%	0%	1%	-17%	-3%	18%	2%
IL-2 act	1.0	-1.1	-0.8	-0.1	-2.2	-0.9	0.1	-3.3	2.0	-1.5
EPAC2 ag	9%	13%	0%	3%	18%	1%	5%	8%	4%	-3%

Individual results from above.
Reading for COC(=O)c1ccc(C(=O)OC)c(NC(=O)CSCc2ccc(Br)cc2)c1 in EPAC2 ag: 18%
Reading for CN1CCN(c2ncnc3c2ncn3[C@H]2CN(Cc3ccc4c(c3)OCO4)C[C@@H](CO)O2)CC1 in PI5P4K alpha inh: 1

Going on with the list:
21. c1ccc(-n2c(Sc3cnccn3)nnc2-c2cccs2)cc1
22. O=C(CCCN1C(=O)c2ccccc2C1=O)Nc1ccc(S(=O)(=O)N2CCOCC2)cc1
23. NC(=NCCCCCCN=C(N)/N=C(\N)Nc1ccc(Cl)cc1)/N=C(\N)Nc1ccc(Cl)cc1
24. CC1C/C(=C\c2cccnc2)C(=O)/C(=C/c2cccnc2)C1 (configuration not stated)
25. CCOC(=O)[C@@H]1[C@H]2COc3ccc(Br)cc3[C@@H]2N2C(=O)N(c3ccc(C)cc3)C(=O)[C@]12C
26. O=Cc1ccc(OCCN2CCCC2=O)cc1
Compound	21	22	23	24	25	26
CCT modulator	0.4	0.5	-0.8&-0.4&0.0	1.6	-0.5	0.8
EPAC1 ag	3%	3%	-17%&-12%&-6%	-2%	-5%	-11%
WRN inhibitor	-10%	5%	?	-16%	2%	-6%
PLK1 PBD block	-8%	-1%	-5%&1%&-3%	-14%	-2%	-13%
PI5P4K alpha inh	7	.	28&40&30	-11	4	2
EPAC1 antag	8%	-2%	-19%&-8%&1%	-5%	-10%	-18%
IL-2 act	3.4	-1.1	-0.8&-0.8&-0.3	-6.7	-0.3	1.3
EPAC2 ag	5%	-1%	7%&6%&7%	1%	5%	-5%

Not all compounds are listed; the hit share may differ from the screen's.
